SR-BI uptake up: activators of SR-BI mediated HDL lipid uptake; actives 0.096% (n = 320,000); CHO ldlA[mSR-BI] cells, DiI-HDL uptake fluorescence, 3 h; 100 = double the neutral-control signal; activation, % at 12.5 µM;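 active = mean replicate activation of at least 60% and every replicate at or above 60%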;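 note: 0% = median plate neutral-control signal and 100% = twice that signal; values of inactives mirror those of a sister screen read the other way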
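System: LDL receptor-deficient CHO ldlA cells overexpressing murine SR-BI | Timing: 3 h uptake period with compound, 37 °C | Medium: HEPES-buffered (25 mM, pH 7.4) F12 plus 0.5% BSA | Dosing: Single-point compound dose | Signal: Bottom-read fluorescence, 550/595 nm | Read-out: Retained DiI signal reflecting DiI-HDL uptake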
NSD2 inh: NSD2 (human) methyltransferase inhibition; actives 0.54% (n = 310,000); inhibition, % at 12.5 µM; NSD2 peptide methylation, AlphaScreen, 120 min; in the data active = inhibition above about 50%
SR-BI DiI inh: mouse SR-BI HDL lipid transfer inhibition; ldlA[mSR-BI] CHO cells, DiI-HDL uptake fluorescence, 3 h; AID 488896; actives 0.96% (n = 320,000); inhibition, % at 12.5 µM; Q61009;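 active = mean replicate inhibition of at least 70% and a set share of replicates each scoring 70 or more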;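 note: 0% = median of neutral control wells and 100% = median of positive control wells; values of inactives mirror those of a sister screen read the other way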
PfHsp90 set2: inhibits growth of yeast expressing Plasmodium falciparum Hsp90. inhibition, % at 9.4 µM. S. cerevisiae expressing PfHsp90, BacTiter-Glo ATP, 48 h; yeast lacking PDR1 and PDR3 efflux regulators. actives 0.32% (n = 310,000);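 active = every replicate shows inhibition above about 80%, whatever the replicate mean, limit read from the data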;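 note: 0% = DMSO neutral controls and 100% = 20 µM radicicol positive controls; yeast relying on Plasmodium falciparum Hsp90 in place of its own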
CAL PDZ FP-1: inhibitors of human CAL PDZ peptide binding; AID 602252; purified CAL PDZ, TMR-peptide fluorescence polarization, 1 h; actives 0.92% (n = 300,000); inhibition, % at 24.9 µM; Q9HD26;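 active = mean inhibition of at least 30% with at least half of replicates also reaching 30%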;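 note: 0% = DMSO neutral control and 100% = excess unlabeled competitor peptide PRC23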
PvdQ inh: blocks Pseudomonas aeruginosa PvdQ acylase activity; purified PvdQ acylase, fluorescence plate reader; actives 0.063% (n = 340,000); inhibition, % at 10 µM; in the data active = inhibition above about 30%, passing the limit was not always enough;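 note: 0% = vehicle neutral wells and 100% = reference inhibitor wells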
MITF act: MITF TRPM1 promoter activation in melanoma cells; SK-MEL-5 TRPM1-promoter luciferase, 24 h; % of positive control, neutral wells = 0; activation, % at 12.5 µM; actives 0.75% (n = 300,000);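 active = mean activation of at least 80% with every replicate also reaching 80%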;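 note: 0% = neutral control wells and 100% = parthenolide positive control wells; values of inactives mirror those of a sister screen read the other way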
dFosB activator: mouse delta FosB homodimer activation; P13346; purified delta FosB, TAMRA-CDK5 oligo fluorescence polarization; percent of positive-control signal above neutral wells; activation, % at 25 µM; actives 0.99% (n = 340,000); AID 493131;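 active = mean activation above about 17%, with every replicate also reaching it, limit read from the data, passing the limit was not always enough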;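 note: fluorescence polarization rise as delta FosB binds a TAMRA Cdk5 AP-1 oligo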
Target sequence (P13346 whole entry, looked up): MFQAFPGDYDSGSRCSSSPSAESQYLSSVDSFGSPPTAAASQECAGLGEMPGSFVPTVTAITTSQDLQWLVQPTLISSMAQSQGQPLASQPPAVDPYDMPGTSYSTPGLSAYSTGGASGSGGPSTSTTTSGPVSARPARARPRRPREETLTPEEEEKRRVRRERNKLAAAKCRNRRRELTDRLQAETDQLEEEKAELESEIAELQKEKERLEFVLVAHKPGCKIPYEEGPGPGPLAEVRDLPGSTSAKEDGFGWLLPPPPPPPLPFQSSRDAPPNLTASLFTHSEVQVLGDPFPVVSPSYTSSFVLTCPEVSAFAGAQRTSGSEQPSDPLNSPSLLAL
Rtt109 Vps75: inhibitors of Candida albicans Rtt109/Vps75 histone acetyltransferase. Q5AAJ8. purified Rtt109/Vps75, ThioGlo CoA-SH fluorescence, 4 h. inhibition, % at 34.9 µM. actives 0.16% (n = 330,000). AID 540336;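 active = inhibition of at least 50% in every replicate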
Target sequence (Q5AAJ8 whole entry, looked up): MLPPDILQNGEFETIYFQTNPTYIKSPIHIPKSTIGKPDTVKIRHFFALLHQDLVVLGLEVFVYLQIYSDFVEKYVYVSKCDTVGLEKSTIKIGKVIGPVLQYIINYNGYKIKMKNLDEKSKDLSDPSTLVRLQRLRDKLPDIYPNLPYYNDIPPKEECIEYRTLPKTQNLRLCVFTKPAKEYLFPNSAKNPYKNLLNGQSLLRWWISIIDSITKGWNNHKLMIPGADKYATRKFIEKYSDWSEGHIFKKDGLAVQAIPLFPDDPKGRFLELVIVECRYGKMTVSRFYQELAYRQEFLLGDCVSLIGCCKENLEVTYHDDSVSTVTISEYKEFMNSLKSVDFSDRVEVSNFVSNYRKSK
CAL PDZ FP-2: inhibitors of human CAL PDZ peptide binding; Q9HD26; purified CAL PDZ, TMR-peptide fluorescence polarization, 1 h; inhibition, % at 20 µM; actives 0.02% (n = 330,000); AID 504414;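 active = highest replicate inhibition of at least 40%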;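 note: plate controls were DMSO neutral control wells for no effect and unlabeled competitor peptide control wells for full effect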
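Read-out basis: mP drop reported as inhibition | Assay system: Tagged CAL PDZ protein CerCALP, purified | Benchmarks: Unlabelled peptide for full inhibition, DMSO wells as neutral | Schedule: 1 h incubation at room temperature before polarization reading | Buffer or medium: Sodium phosphate/NaCl buffer pH 7.4 with TCEP, IgG, Thesit | Doses: Single point, 20 µM | Measured by: Fluorescence polarization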
Numbers without * were called inactive; . = not tested or not shown.

Structure	SR-BI uptake up	NSD2 inh	SR-BI DiI inh	PfHsp90 set2	CAL PDZ FP-1	PvdQ inh	MITF act	dFosB activator	Rtt109 Vps75	CAL PDZ FP-2
Cc1cccc(NC(=S)NCCc2ccc(F)cc2)c1C	-29.0	2.5	29.0	0.3	1.7	-9.3	18.7	-5.3	-9.1	-0.7
Cc1cc(C)n2nc(C(=O)OCC(=O)N3CCC3)nc2n1	21.9	-4.9	-21.9	-2.6	-1.2	3.8	-5.7	-1.7	-5.0	-3.4
O=c1[nH]c(=O)n(-c2ccccc2)c2c1C(C(F)(F)F)(C(F)(F)F)N=C(C1CCCCC1)N2	.	1.1	.	49.1	-4.3	-4.6	11.2	-4.6	-9.2	-0.6
CCN(CC(=O)Nc1c(F)cccc1F)C(=O)c1ccc2ccccc2n1	-0.7	-0.5	0.7	-3.6	.	10.8	6.1	-5.0	3.7	-0.5
Cc1ccc(N2CC(O)=C(c3nc4ccccc4c(=O)[nH]3)C2=N)cc1C	-19.6	-2.0	19.5	17.6	-2.1	6.2	2.3	13.0	14.0	0.7
COc1ccc(NC(=S)NN(C)C(=S)Nc2ccc(OC)cc2)cc1	13.0	1.0	-13.0	2.7	-1.4	-8.5	-11.2	10.6	-1.1	-0.5
Fc1ccc(-c2csc(-c3ccncc3)n2)cc1	-48.5	1.5	48.5	21.4	-4.8	-12.8	25.8	-14.4	3.9	-0.1
Cn1c(=O)cc(SCC(=O)N2CCN(c3ccccc3)CC2)c2ccccc21	-9.7	9.4	9.7	41.2	3.0	-4.5	-9.7	-5.1	-11.0	-0.7
Cc1ccc(NC(=O)Nc2cccs2)cc1	-15.6	-2.4	15.6	3.9	-7.3	-2.9	60.4	-11.1	-8.5	-0.4
O=C(CCS(=O)(=O)c1ccc(Br)cc1)Nc1cc(F)ccc1F	6.2	-2.3	-6.2	3.9	-2.8	-8.0	-7.5	-7.4	0.0	0.2
CCC(C)NC(=O)C1CCN(S(=O)(=O)c2ccc(Br)s2)CC1 (stereo unspecified)	26.6	-2.2	-26.6	-22.5	-3.4	-12.5	6.8	-5.5	2.3	-2.0
CCNc1nc(NC(C)C)nc(Oc2ccc(OCc3ccccc3)nn2)n1	13.7	.	-13.7	4.7	-1.1	-1.0	.	-8.3	.	-4.5
COc1cc2c(cc1OC)C(C)N(C(=O)c1ccc(Cl)c(S(=O)(=O)N3CCCCC3)c1)CC2 (stereo unspecified)	-30.9	3.5	30.9	-17.8	-10.6	-17.3	-8.5	-1.8	11.9	-1.6
CC(=O)c1ccc(C(=O)N2CCc3c([nH]c4ccccc34)C2c2ccccn2)s1 (stereo unspecified)	-24.6	4.2	24.6	-31.0	.	-5.4	-6.1	-19.5	6.7	-1.3
CC[C@@H](C)C(NC(=O)OC(C)(C)C)c1cn([C@@H](CCC(=O)OC(C)(C)C)C(=O)N2CCN(C(=O)OC(C)(C)C)CC2)nn1 (stereo partly specified)	-0.1	.	0.1	17.5	-1.6	-15.8	1.9	-7.8	3.2	0.6
CC(=O)c1cc(F)c(N2CCN(CCC#N)CC2)cc1C	5.5	-0.9	-5.5	23.8	-0.6	-2.0	-6.0	4.2	2.8	0.0
CCOP1(=O)C=C(C(C)(C)C)OC1c1ccc(F)cc1 (stereo unspecified)	11.9	-0.9	-11.9	-28.6	-2.1	3.9	2.5	6.0	6.9	-0.1
O=C(Nc1ccc(N2CCOCC2)c(Cl)c1)c1ccc(F)cc1	-37.6	-1.1	37.6	-1.7	-2.7	2.4	121.9*	-7.2	.	-2.5
NC(=O)CSc1nnc(-c2cc(-c3cccs3)nc3ccccc23)o1	1.9	2.6	-1.9	12.1	-0.7	7.3	1.3	-3.2	-20.1	-1.0
Cc1cccc(N2CCN(C(=O)Cn3cccc3C(=O)c3ccccc3)CC2)c1C	-73.2	6.7	73.2*	.	.	1.8	.	0.2	-4.3	-2.6
COc1cccc(NC(=O)C2CCC(CNS(=O)(=O)c3cccc4cccnc34)CC2)c1 (stereo unspecified)	-24.4	0.5	24.4	21.1	-3.1	-2.0	-11.1	-4.5	2.4	-0.4
O=C(NCCc1ccccn1)c1c(-c2ccsc2)sc2ccccc12	-25.1	.	25.1	-3.5	-3.3	8.6	5.7	-4.6	4.8	1.4
O=C(Cc1ccccc1[N+](=O)[O-])NNC(=O)c1ccncc1	14.6	0.1	-14.6	-1.6	-1.2	12.7	-1.7	3.5	4.2	0.4
CCNC(=O)COC(=O)CCNC(=O)c1ccc(Cl)cc1	3.8	-4.4	-3.8	-4.0	-2.0	-11.3	-3.8	4.5	4.4	-0.7
Fc1ccc2nc(-c3ccccc3)nc(SCc3nnc(-c4ccccc4)o3)c2c1	-52.0	.	52.0	.	-1.9	-10.8	.	-6.9	-5.2	-1.5

One compound at a time (already shown). Order of values: SR-BI uptake up	NSD2 inh	SR-BI DiI inh	PfHsp90 set2	CAL PDZ FP-1	PvdQ inh	MITF act	dFosB activator	Rtt109 Vps75	CAL PDZ FP-2
Listed for `NC(=O)CSc1nnc(-c2cc(-c3cccs3)nc3ccccc23)o1` : 1.9	2.6	-1.9	12.1	-0.7	7.3	1.3	-3.2	-20.1	-1.0
Listed for `O=c1[nH]c(=O)n(-c2ccccc2)c2c1C(C(F)(F)F)(C(F)(F)F)N=C(C1CCCCC1)N2` : .	1.1	.	49.1	-4.3	-4.6	11.2	-4.6	-9.2	-0.6
Listed for `CCOP1(=O)C=C(C(C)(C)C)OC1c1ccc(F)cc1` (stereo unspecified) : 11.9	-0.9	-11.9	-28.6	-2.1	3.9	2.5	6.0	6.9	-0.1

Later entries.
Structure	SR-BI uptake up	NSD2 inh	SR-BI DiI inh	PfHsp90 set2	CAL PDZ FP-1	PvdQ inh	MITF act	dFosB activator	Rtt109 Vps75	CAL PDZ FP-2
CCSc1nccc(-c2nn(-c3ccc(C)cc3)ccc2=O)n1	-9.6	0.4	9.6	-5.3	-3.6	-2.6	-4.4	-6.8	-7.9	-3.0
CC(C)(C)CC(=O)NCc1cccs1	-10.7	-2.9	10.7	.	7.7	-11.3	-12.9	-2.2	-1.0	-2.1
O=C(Nc1ccccc1C(=O)NC1CCCCC1)c1ccccc1	.	-1.1	32.1	-55.7	.	-12.1	0.8	-10.0	-4.5	-1.6
Cc1nc(N2CCN(S(=O)(=O)c3ccc(Br)cc3)CC2)c2c(C)c(C)sc2n1	3.1	.	-3.1	.	1.3	6.9	-13.0	-2.7	0.7	-0.1
CC(C)N(Cc1ccccc1)C(=O)CN1c2cccc3cccc(c23)S1(=O)=O	5.1	-7.2	-5.1	-125.6	-5.9	-14.0	3.2	-9.8	0.3	-0.4
Cc1ccc(-n2nc(C)c(C3(O)C(=O)N(C)c4ccccc43)c2N)cc1 (stereo unspecified)	25.0	4.8	-24.9	-11.5	-0.4	-8.6	-5.9	-12.1	-6.9	-1.3
O=C(O)CCNc1cc2ccccc2cc1C(=O)O	.	-0.9	.	7.5	-0.8	-10.3	-20.2	0.0	2.9	-2.2
CC1(C)C(N(O)C(=O)Nc2ccccc2)N(c2cccc(Cl)c2)C(=O)N1O (stereo unspecified)	4.5	1.6	-4.5	-25.8	-3.0	-4.2	.	-6.8	4.7	-0.4
COc1ccccc1NC(=O)CSc1nc(N)cc(N)n1	.	0.5	.	-9.4	-1.3	-3.4	10.6	-5.5	5.7	-0.4
Nc1ccc(N(c2ccccc2)c2ccc(N)cc2)cc1	18.4	0.2	-18.4	1.8	15.7	-0.7	-55.1	23.3*	3.5	-0.8
COc1ccc(S(=O)(=O)N(C)C[C@H]2Oc3c(NC(=O)NC4CCCCC4)cccc3C(=O)N([C@H](C)CO)C[C@@H]2C)cc1	12.9	.	-12.9	-9.0	-4.3	-5.0	-2.0	0.7	12.2	-1.5
COCCNC(=O)C(c1ccc(C)o1)N(C(=O)Cn1nnc2ccccc21)c1ccccc1 (stereo unspecified)	21.2	-1.4	-21.2	11.9	-1.5	-10.2	-0.2	5.4	-2.0	-0.9
Cc1ccc(S(=O)(=O)NNC2=NS(=O)(=O)c3ccccc32)c(C)c1	17.9	-0.2	-17.9	-9.4	-1.3	4.1	19.0	-1.2	.	-1.9
CCCN(CCC)C(=O)Cc1coc2ccc3ccccc3c12	-28.3	12.2	28.3	-1.0	-6.1	-10.1	-5.0	-7.0	-6.1	-0.6
COC(=O)c1ccc(CNC(=O)COC(=O)c2ccc(N(C)C)cc2)cc1	-0.2	-4.7	0.2	13.3	5.9	-2.6	-10.8	-3.3	-7.6	-0.4
COc1ccccc1CCC(=O)Nc1ccc2c(c1)CN(Cc1ccc(CO)o1)CC2	-76.9	-1.0	76.9*	4.7	-2.8	-2.6	-18.4	-7.4	-4.6	-2.9
Cc1ccc(NC(=O)C(Cc2ccccc2)NC(=O)OCc2ccccc2)cc1C (stereo unspecified)	-19.7	-1.8	19.7	-10.4	.	3.9	1.7	0.1	-0.8	-0.9
Cc1nnc(NC(=O)CSc2nc(N)c(NC(=O)c3cccs3)c(=O)[nH]2)s1	22.1	5.3	-22.1	-21.4	-10.3	-18.8	-11.9	9.5	-7.1	-2.4
O=C(O)c1ccc(NS(=O)(=O)c2cccc3cccnc23)cc1	16.6	.	-16.6	-13.5	13.8	-13.5	7.5	-2.0	-9.1	-0.4
COC(=O)c1cc2c(cc1[N+](=O)[O-])OCO2	19.9	-3.6	-19.9	-28.4	-0.1	12.0	-1.0	-2.8	.	-2.5
Cc1onc(-c2c(Cl)cccc2Cl)c1C(=O)NCCc1ccc(S(N)(=O)=O)cc1	17.6	-1.7	-17.6	-8.1	-4.4	9.6	.	-6.0	-7.2	-1.4
